Mcl1 Bid PPI: Mcl-1/Bid interaction inhibition | Q07820 | actives 0.97% (n = 220,000) | inhibition, % at 21.7 µM | TR-FRET Mcl-1/Bid-Dy647 peptide binding, 1536-well;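 active = compounds that cut the binding signal by more than half at the single screening dose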;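 also: His-tagged Mcl-1 with europium anti-His antibody binding Bid BH3 peptide; 0% = Mcl-1 plus peptide wells and 100% = peptide-only wells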
Target sequence (Q07820 whole entry, looked up): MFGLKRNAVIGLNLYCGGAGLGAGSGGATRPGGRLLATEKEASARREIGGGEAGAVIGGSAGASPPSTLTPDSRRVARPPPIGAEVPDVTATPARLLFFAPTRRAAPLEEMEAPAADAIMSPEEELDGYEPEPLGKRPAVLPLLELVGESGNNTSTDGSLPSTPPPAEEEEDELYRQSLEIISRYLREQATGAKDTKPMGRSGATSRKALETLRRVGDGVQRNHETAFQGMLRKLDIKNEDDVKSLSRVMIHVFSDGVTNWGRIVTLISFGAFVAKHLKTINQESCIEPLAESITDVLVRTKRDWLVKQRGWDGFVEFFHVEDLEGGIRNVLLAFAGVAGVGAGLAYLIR
Mcl1 Noxa PPI: disrupts binding of human Mcl-1 to Noxa peptide; TR-FRET Mcl-1/Noxa peptide binding, 2 h; inhibition, % at 21.7 µM; actives 1.5% (n = 220,000); AID 1022; Q07820;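 active = compounds that cut the protein-peptide binding signal by more than 50% relative to plate controls in a single-dose test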;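 also: His-tagged Mcl-1 with rhodamine Noxa BH3 peptide and terbium anti-His antibody; 0% = Mcl-1 plus Noxa peptide wells and 100% = peptide-only wells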
Pf gametocyte: P. falciparum stage V gametocyte viability inhibition. P. falciparum stage V gametocytes, ATP luminescence, 24 h. inhibition, % at 10.9 µM. actives 0.065% (n = 150,000);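 active = inhibition above the mean plus 3 SD of compounds within the control limits, set per campaign, cut at about 38% in these data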;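 also: 0% = DMSO wells and 100% = medium only without gametocytes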
GSH bead fluor: compound fluoresces at 488/530 nm on GSH beads. GSH beads flow cytometry, compound fluorescence 488/530 nm; active compounds read high. AID 1776. actives 0.25% (n = 190,000). fluorescence (KMESF) at 10 µM; in the data active = fluorescence above about 89;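 also: glutathione beads carrying GST-tagged Bcl family fusion proteins plus one bare bead set; values are compound well signal with DMSO vehicle wells as background; inactives centre near 16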
Avidin bead fluor: compound fluoresces at 488/530 nm on avidin beads | fluorescence (KMESF) at 10 µM | compound fluorescence 488/530 nm, flow cytometry; active compounds read high | actives 0.38% (n = 220,000); in the data active = fluorescence above about 47; also: inactives centre near 10
* marks the source's active call; other numbers are inactive results; x = not tested or not shown. This is a subset; count on the stated rates, not on these rows.

entry	Molecule	Mcl1 Bid PPI	Mcl1 Noxa PPI	Pf gametocyte
1	O=C(O)c1sc2cc(Cl)ccc2c1Cl	x	x	x
2	C=C(COC(=O)CCC(=O)O)CC1CC(O)[C@]2(C)OC3CC4OC5C[C@]6(C)O[C@]7(C)CCC8OC9C[C@]%10(C)OC%11C(C)=CC(=O)OC%11CC%10OC9C[C@@H](C)C8OC7CC6O[C@]5(C)C/C=C\C4OC3CC2O1 (some centres not stated)	-36	-5	x
3	C/C=C1/CN2C3CC1C(CO)(C(=O)OC)C2Cc1c3n(C)c2ccccc12 (configuration not stated)	-89	6	x
4	C=C1C(=O)O[C@@H]2C[C@@H](C)[C@@H]3C=CC(=O)[C@@]3(C)[C@@H](OC(=O)CC(=O)O[C@H]3[C@@H]4C(=C)C(=O)O[C@@H]4C[C@@H](C)[C@@H]4C=CC(=O)[C@]43C)[C@H]12	-25	13	x
5	c1cc2c(cc1[C@H]1OC[C@H]3[C@@H]1CO[C@@H]3c1ccc3c(c1)OCO3)OCO2	7	2	x
6	CN1C2c3ccccc3C3C4c5ccccc5C(C31)C(C2[N+](=O)[O-])N4C (configuration not stated)	-17	-9	x
7	C/C=C(\C)C(=O)OC1C(C)=C2C(C1OC(=O)CCCCC)C(C)(OC(C)=O)CC(OC(=O)CCC)C1(O)C2OC(=O)C1(C)O (configuration not stated)	-18	-8	x
8	CNc1ccc2oc(C[C@H]3O[C@@]4(CC[C@H]3C)O[C@H]([C@H](C)C(=O)c3ccc[nH]3)[C@H](C)C[C@H]4C)nc2c1C(=O)O	-195	-180	x
9	O=C1NC(=S)NC(=O)C1=Cc1ccc2c(c1)CCN2CCCCl	30	100*	x
10	CN1CCN(c2ccc([N+](=O)[O-])c3no[n+]([O-])c23)CC1	-34	-30	x
11	c1cc(C2N3CCCN2CC3)ccn1 (configuration not stated)	-70	-2	x
12	CC12CCC3C(CC=C4CC(O)CCC43C)C1C/C(=C\N1CCCC1)C2=O (configuration not stated)	-139	-5	x

entry	GSH bead fluor	Avidin bead fluor
1	x	9
2	x	14
3	x	8
4	x	7
5	x	22
6	x	3
7	x	13
8	x	10
9	x	7
10	x	8
11	x	11
12	x	10

Further records follow:
entry	Molecule	Mcl1 Bid PPI	Mcl1 Noxa PPI	Pf gametocyte
13	O=C1NC(=O)C(=Cc2csc3ccccc23)C(=O)N1	-19	47	x
14	CCCn1cc2c3c(cccc31)C1CC(C)CN(C)C1C2 (configuration not stated)	-142	6	x
15	Cc1ccc(-n2c(O)c(C=N)c(=O)n(-c3ccc(C)cc3)c2=O)cc1	0	-9	x
16	CNCCc1ccc(OC)c(OC)c1	-31	-10	x
17	CCCCCCNC(=O)N[C@H](Cc1ccc(O)cc1)C(=O)NCCC[C@H]1CN2C(=NC[C@H]2CCC)N1CC1CCC1	-45	18	x
18	COC(=O)C1=COC(C)C2CN3CCC4(C(=O)Nc5ccccc54)C3CC12 (configuration not stated)	-31	13	x
19	Cc1cc([N+](=O)[O-])c2ccccc2[n+]1[O-]	-24	-22	x
20	COc1ccc(C(=O)OC2CC[C@@]3(C)C4CCC5[C@]6(O)CC(O)[C@@]7(O)C(CN8CC(C)CCC8[C@@]7(C)O)[C@]6(O)C[C@@]53O[C@]24O)cc1OC (some centres not stated)	12	6	x
21	CC(Cc1ccccc1)NC(N)=O (configuration not stated)	-11	12	x
22	CCCNC1=C(C)C(=O)C2=C(C1=O)C(COC(N)=O)[C@]1(OC)C3NC3CN21 (some centres not stated)	-76	1	x
23	CCN1CC2C3CCC(C)(O3)C2C1 (configuration not stated)	1	5	x
24	O=c1[nH]c(=S)n(C2CC2)c(O)c1C=NCc1cccnc1	-97	11	x

entry	GSH bead fluor	Avidin bead fluor
13	x	5
14	x	7
15	x	3
16	x	8
17	x	9
18	x	8
19	x	6
20	x	7
21	x	3
22	x	6
23	x	6
24	x	4

(more compounds)
entry	Molecule	Mcl1 Bid PPI	Mcl1 Noxa PPI	Pf gametocyte
25	CCCCCCNC(=O)N[C@@H](Cc1ccc(O)cc1)C(=O)NCCC[C@H]1CN2C(=NC[C@H]2C)N1CC1CCC1	-62	0	x
26	CC(C)[C@]12O[C@H]1[C@@H]1O[C@]13[C@]1(O[C@H]1C[C@H]1C4=C(CC[C@@]13C)C(=O)OC4)[C@@H]2O	3	-8	x
27	C[C@]12CCC(=O)C=C1CC[C@@H]1[C@@H]2CC[C@@]2(C)[C@H]1CC[C@]2(C)O	-2	11	x
28	Oc1cc2c(cc1O)[C@H]1c3ccccc3CN[C@@H]1CC2	-2	6	x
29	CC[C@@H](C(N)=O)N1CCCC1=O	5	17	x
30	O=[N+]([O-])c1ccc(C[n+]2c(-c3ccccc3)cc(-c3ccccc3)cc2-c2ccccc2)cc1	x	x	-9
31	COC(=O)C1=C(c2cc3ccccc3s2)C[C@@H]2CC[C@H]1N2C(=O)N1CCCC1	x	x	10
32	COc1ccc(NC(=O)c2cn(CCC#N)nc2-c2ccc(OC)c(OC)c2)cc1	x	x	-17
33	COC(=O)C1=C(c2ccc(F)cc2OCc2ccccc2)C[C@@H]2CC[C@H]1N2C(=O)NCc1ccccc1Cl	x	x	-18
34	COc1ccc(C2=NCC(=S)Nc3ccc(Cl)cc32)cc1OC	x	x	15
35	COc1ccccc1C1=NCc2nnc(CSC)n2-c2ccc(Cl)cc21	x	x	-10
36	COC(=O)C1=C(c2cccc(C#N)c2)C[C@@H]2CC[C@H]1N2C(=O)NCc1cccc2ccccc12	x	x	-3

entry	GSH bead fluor	Avidin bead fluor
25	x	5
26	64	7
27	68	9
28	64	4
29	67	7
30	x	x
31	x	x
32	x	x
33	x	x
34	x	x
35	x	x
36	x	x

(continued)
entry	Molecule	Mcl1 Bid PPI	Mcl1 Noxa PPI	Pf gametocyte
37	Cc1ccc2c(c1)C(c1ccccc1)=NCC(=O)N2C	x	x	6
38	CC(=Nc1ccccc1N)c1c(O)n(C)c(=O)[nH]c1=O	x	x	9
39	CCS(=O)(=O)NC(C)c1nnc2n1-c1ccc(Br)cc1C(c1ccccc1Cl)=NC2 (configuration not stated)	x	x	8
40	Cc1ccc(C2C(=O)NC(=O)NC2=O)cc1	x	x	7
41	CCOC(=O)C1(CCc2ccccc2)CCN(Cc2ccc(NC(C)=O)cc2)CC1	x	x	8
42	COCCNC(=O)N1[C@H]2CC[C@@H]1C(C(=O)OC)=C(c1ccc(OC(F)(F)F)cc1)C2	x	x	-3
43	CCS(=O)(=O)NCc1nnc2n1-c1ccc(Br)cc1C(c1ccccc1Cl)=NC2	x	x	-10
44	O=c1c2ccccc2nc(Cc2ccccc2)n1-c1ccccc1	x	x	22
45	COc1ccc(C(=O)C2CCCN(Cc3ccc(F)cc3F)C2)cc1F (configuration not stated)	x	x	16
46	Nc1ccc2ccc3cccc[n+]3c2c1	x	x	29
47	COc1ccccc1-n1c(-c2ccccc2F)nc2ccccc2c1=O	x	x	7
48	CCOC(=O)c1ccccc1NC(=O)c1c(O)[nH]c(=S)[nH]c1=O	x	x	-6

entry	GSH bead fluor	Avidin bead fluor
37	x	x
38	x	x
39	x	x
40	x	x
41	x	x
42	x	x
43	x	x
44	x	x
45	x	x
46	x	x
47	x	x
48	x	x

Following part
entry	Molecule	Mcl1 Bid PPI	Mcl1 Noxa PPI	Pf gametocyte
49	COC(=O)C1=C(c2ccc(OC(F)(F)F)cc2)C[C@@H]2CC[C@H]1N2C(=O)N1CCCCC1	x	x	13
50	O=S(=O)(NC1CCCC1)OCC(Cl)(Cl)Cl	x	x	17
51	Cc1ccc(N=Cc2c(O)n(C)c(=O)n(C)c2=O)cc1	x	x	11
52	COC(=O)C1=C(c2ccc(F)cc2OCc2ccccc2)C[C@@H]2CC[C@H]1N2C(=O)NCc1ccc(N(C)C)cc1	x	x	14
53	Cc1cc(OCC(=O)OC(C)(C)C)c2c3c(c(=O)oc2c1)CCC3	x	x	-15
54	COC(=O)C1=C(c2cccc(OC)c2OC)C[C@@H]2CC[C@H]1N2C	x	x	-1
55	COC(=O)C1=C(c2c(C)noc2C)C[C@@H]2CC[C@H]1N2C(=O)NCc1ccc2c(c1)OCO2	x	x	11
56	C/C(=N/O)c1ccc2ccc3ccccc3c2c1	x	x	-12
57	Cc1ccc(N2C(=O)NC(=O)/C(=C\c3cn(CC(=O)O)c4ccccc34)C2=O)cc1	x	x	-9
58	COC(=O)C1=C(c2ccccc2)C[C@@H]2CC[C@H]1N2C(=O)NCCNC(C)=O	x	x	-14
59	COC(=O)C1=C(c2cc3ccccc3s2)C[C@@H]2CC[C@H]1N2C(=O)NCc1ccc(C(F)(F)F)cc1	x	x	2
60	COC(=O)C1=C(c2ccccc2OCc2ccccc2)C[C@@H]2CC[C@H]1N2C(=O)NCc1ccc(Cl)cc1	x	x	21

entry	GSH bead fluor	Avidin bead fluor
49	x	x
50	x	x
51	x	x
52	x	x
53	x	x
54	x	x
55	x	x
56	x	x
57	x	x
58	x	x
59	x	x
60	x	x

An excerpt of these results, with tabs:
No.	mol	Mcl1 Bid PPI	Mcl1 Noxa PPI	Pf gametocyte	GSH bead fluor	Avidin bead fluor
54	COC(=O)C1=C(c2cccc(OC)c2OC)C[C@@H]2CC[C@H]1N2C	x	x	-1	x	x
13	O=C1NC(=O)C(=Cc2csc3ccccc23)C(=O)N1	-19	47	x	x	5
46	Nc1ccc2ccc3cccc[n+]3c2c1	x	x	29	x	x
36	COC(=O)C1=C(c2cccc(C#N)c2)C[C@@H]2CC[C@H]1N2C(=O)NCc1cccc2ccccc12	x	x	-3	x	x
32	COc1ccc(NC(=O)c2cn(CCC#N)nc2-c2ccc(OC)c(OC)c2)cc1	x	x	-17	x	x
17	CCCCCCNC(=O)N[C@H](Cc1ccc(O)cc1)C(=O)NCCC[C@H]1CN2C(=NC[C@H]2CCC)N1CC1CCC1	-45	18	x	x	9

New compounds follow
entry	Molecule	Mcl1 Bid PPI	Mcl1 Noxa PPI	Pf gametocyte
61	COC(=O)C1=C(c2ccc(S(C)(=O)=O)cc2)C[C@@H]2CC[C@H]1N2C(=O)NCc1cccc2ccccc12	x	x	-15
62	CN1CCN(c2nc3c(c(=O)[nH]2)CCC3)CC1	x	x	20
63	COc1ccccc1OP(=O)(Nc1ccc(Br)cc1)Oc1ccccc1OC	x	x	-2
64	CC1(C)CN=C(NCc2ccccc2)S1	x	x	18
65	COC(=O)C1=C(c2c(C)noc2C)C[C@@H]2CC[C@H]1N2C(=O)NCc1ccco1	x	x	-4
66	COC(=O)C1=C(c2ccc(C(C)=O)cc2)C[C@@H]2CC[C@H]1N2C(=O)NCCO	x	x	8
67	c1cc2c(cc1[C@H]1OC[C@H]3[C@@H]1CO[C@H]3c1ccc3c(c1)OCO3)OCO2	x	x	17
68	Cn1c(=O)[nH]c2nncnc2c1=O	x	x	-6
69	COc1ccc(N2C(=O)/C(=C/c3ccc(OC)c(OC)c3)C(=O)NC2=S)cc1	x	x	-5
70	CNCC(O)c1cc(OCc2ccccc2)c(OCc2ccccc2)cc1F (configuration not stated)	x	x	-7
71	COC(=O)C1=C(c2ccc(S(C)(=O)=O)cc2)C[C@@H]2CC[C@H]1N2C(=O)N1CCCC1	x	x	-6
72	COC(=O)Cn1cc(C(=O)c2ccccc2F)c2ccccc21	x	x	4

entry	GSH bead fluor	Avidin bead fluor
61	x	x
62	x	x
63	x	x
64	x	x
65	x	x
66	x	x
67	x	x
68	x	x
69	x	x
70	x	x
71	x	x
72	x	x

(next part)
entry	Molecule	Mcl1 Bid PPI	Mcl1 Noxa PPI	Pf gametocyte
73	CN(C)CCSCc1nnc2n1-c1ccc(Cl)cc1C(c1ccccc1Cl)=NC2	x	x	13
74	COC(=O)C1=C(c2ccc(OC(F)(F)F)cc2)C[C@@H]2CC[C@H]1N2C(=O)NCCc1ccccc1	x	x	12
75	Fc1ccccc1CNCCc1ccc2c(c1)OCO2	x	x	-5
76	CC(Cc1ccccc1)NC(=O)CCCCC(=O)NC(C)Cc1ccccc1 (configuration not stated)	x	x	-15
77	NP(=O)(OCCCCc1ccccc1)Oc1ccccc1Cl (configuration not stated)	x	x	2
78	COC(=O)C1=C(c2ccc(F)cc2OCc2ccccc2)C[C@@H]2CC[C@H]1N2C(=O)N1CCCCC1	x	x	-7
79	COC(=O)C1=C(c2ccc(F)cc2F)C[C@@H]2CC[C@H]1N2C(=O)NCCOc1ccccc1	x	x	1
80	CCC1(C)CN(S(=O)(=O)OCC(Cl)(Cl)Cl)C(=O)N1 (configuration not stated)	x	x	-50
81	COC(=O)C1=C(c2ccccc2OCc2ccccc2)C[C@@H]2CC[C@H]1N2C(=O)NCCCOC(C)C	x	x	3

entry	GSH bead fluor	Avidin bead fluor
73	x	x
74	x	x
75	x	x
76	x	x
77	x	x
78	x	x
79	x	x
80	x	x
81	x	x

Source: PubChem BioAssay
